AGP1 TOR yeast: modulators of AGP1-GFP expression in yeast TOR pathway, primary screen, cell-based, multiplex flow cytometry, S. cerevisiae, MLPCN library; actives 0.02% (n = 320,000); AID 2066, 2009; 3 h; GFP as percent of DMSO wells; GFP response vs DMSO, % at 10 µM;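 active means GFP response relative to DMSO above a set limit, near screen average plus 3 SD, cut at about 150% in these data; inconclusive means fewer than 70 cells counted for the yeast strain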;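 further: median GFP channel fluorescence of the gated AGP1 strain per well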
CR mimetic SO: reduction of superoxide in aged yeast, primary screen, HTS | S. cerevisiae aged cells, superoxide DHE fluorescence; active compounds read low | superoxide response (% of plate mean), % at 10 µM | actives 0.18% (n = 330,000);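 active means superoxide response under a set limit, about three screen SD below normal, cut at about 65% in these data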;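 further: yeast aged for seven days with compound at 30 °C before DHE staining; 100% = average MFI of all compound-treated wells on the plate with controls excluded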
CIT2-GFP yeast: modulators of CIT2-GFP expression in yeast, primary screen, S. cerevisiae, GFP fusion, multiplex flow cytometry, MLPCN library; S. cerevisiae CIT2-GFP strain, 3 h; 100 means same as DMSO wells; GFP response vs DMSO, % at 10 µM; actives 0.065% (n = 320,000); AID 2029, 2009;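 active means GFP response relative to DMSO above a set limit, near the screen mean plus 3 SD, cut at about 150% in these data; inconclusive means Fewer than 70 cells measured for a yeast strain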;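 further: ratio of well median GFP fluorescence to mean of DMSO wells on the plate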
LAP4 TOR yeast: modulators of LAP4-GFP expression in yeast, primary screen, S. cerevisiae, multiplex flow cytometry, MLPCN library | 3 h; median GFP as percent of DMSO wells | GFP response vs DMSO, % at 10 µM | actives 0.34% (n = 320,000) | AID 2023, 2009;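 active means GFP response vs DMSO above a set limit, about the screen mean plus 3 SD, cut at about 150% in these data; inconclusive means under 70 cell events counted for the yeast strain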
MEP2-GFP yeast: modulators of MEP2-GFP levels in yeast, primary screen, S. cerevisiae, multiplex flow cytometry, MLPCN library. S. cerevisiae MEP2-GFP strain, 3 h; 100% = DMSO control level. GFP response vs DMSO, % at 10 µM. actives 0.51% (n = 330,000);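 active means GFP response versus DMSO above a set limit, roughly screen mean plus 3 SD, cut at about 180% in these data; inconclusive means fewer than 70 cells counted for a yeast strain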;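 further: median GFP fluorescence of the barcode-gated MEP2-GFP cells per well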
Efflux pump mplx: inhibitors of Candida efflux pumps in yeast, primary screen, S. cerevisiae, Nile Red, multiplex; inhibition, % at 10 µM; S. cerevisiae Candida pump triplex; actives 0.44% (n = 330,000);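 active means plate passing quality check with inhibition over a set limit, or well fluorescence over plate mean plus 4 SD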;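 further: Nile Red retained in pooled yeast measured as flow cytometry median fluorescence; 0% = buffer negative control and 100% = Enniatin B positive control; higher means more Nile Red kept so more efflux inhibition; some compounds called inactive have numbers as strong as hits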
RPL19A TOR yeast: RPL19A-GFP expression modulators in yeast, primary screen, cell-based, S. cerevisiae, multiplex flow cytometry, MLPCN; S. cerevisiae RPL19A-GFP strain, 3 h; active compounds read low; percent response vs DMSO, % at 10 µM; actives 0.3% (n = 330,000);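 active means percent response vs DMSO below 50%; inconclusive means fewer than 70 events counted for the yeast strain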;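 further: median channel GFP fluorescence of the barcoded RPL19A-GFP strain; ratio of sample median GFP to plate DMSO average so 100% = DMSO; lower means less RPL19A-GFP as with rapamycin TOR inhibition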
AHR activator: AHR activators, primary screen, cell-based, luminescence, luciferase reporter, human | activation, % at 5 µM | AHR-responsive luciferase reporter cells | actives 2.5% (n = 320,000) | Aryl hydrocarbon receptor (Homo sapiens), P35869 | AID 2796, 2010; in the data active means activation above about 47%;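 further: 0% = vehicle wells and 100% = reference agonist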
Target sequence (P35869 whole entry, looked up): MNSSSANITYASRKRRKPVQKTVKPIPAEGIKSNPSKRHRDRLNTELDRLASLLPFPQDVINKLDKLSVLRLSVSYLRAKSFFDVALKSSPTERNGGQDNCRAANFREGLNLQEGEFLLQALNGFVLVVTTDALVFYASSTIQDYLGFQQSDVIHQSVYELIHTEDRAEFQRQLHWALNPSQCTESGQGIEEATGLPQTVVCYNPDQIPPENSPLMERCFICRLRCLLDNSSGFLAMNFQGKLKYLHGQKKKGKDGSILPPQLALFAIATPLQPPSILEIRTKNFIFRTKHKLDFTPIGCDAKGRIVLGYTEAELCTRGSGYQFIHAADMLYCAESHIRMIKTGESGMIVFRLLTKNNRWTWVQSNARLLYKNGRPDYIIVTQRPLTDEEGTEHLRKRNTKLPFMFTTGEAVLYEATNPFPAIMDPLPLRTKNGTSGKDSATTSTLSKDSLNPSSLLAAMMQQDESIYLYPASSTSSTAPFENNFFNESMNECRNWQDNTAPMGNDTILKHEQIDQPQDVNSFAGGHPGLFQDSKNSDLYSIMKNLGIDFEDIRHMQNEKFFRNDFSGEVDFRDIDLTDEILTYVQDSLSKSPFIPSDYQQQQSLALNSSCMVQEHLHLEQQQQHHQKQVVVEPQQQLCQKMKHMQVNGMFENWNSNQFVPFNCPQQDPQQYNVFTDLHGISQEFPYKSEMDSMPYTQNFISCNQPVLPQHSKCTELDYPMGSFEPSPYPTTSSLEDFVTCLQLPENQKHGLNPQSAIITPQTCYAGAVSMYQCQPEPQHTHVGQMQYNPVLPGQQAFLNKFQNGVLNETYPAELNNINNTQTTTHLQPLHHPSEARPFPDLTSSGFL
* marks the source's active call; other numbers are inactive results; ? = inconclusive; . = no result given; [ ] = another dose, or the depositor's remark.

Fields – CR mimetic SO	AGP1 TOR yeast	MEP2-GFP yeast	AHR activator	LAP4 TOR yeast	CIT2-GFP yeast	Efflux pump mplx	RPL19A TOR yeast
> Cn1c(SCc2ccc([N+](=O)[O-])cc2)nc2c(c1=O)SCC2
  99	99	100	-1	95	97	-0.1	105
> COC(=O)C(Cc1ccccc1)NC(=O)c1cc(=O)[nH]c2ccccc12 (configuration not stated)
  112	98	112	15	104	92	0.2	110
> Cc1cc2c(cc1C)C(c1cc(Br)ccc1F)CC(=O)N2 (configuration not stated)
  152	99	98	16	83	95	0.9	94
> Clc1nssc1=Nc1nncs1
  100	85	86	6	117	90	-0.4	96
> COc1ccc(/C=N/OCc2nc3c4c(ncn3n2)Oc2ccc3ccccc3c2C4c2ccccc2)cc1 (configuration not stated)
  99	102	105	-2	87	123	-0.1	99
> C/C(=C\c1ccco1)C1C(C#N)=C(N)Oc2n[nH]c(-c3ccc(C)cc3)c21 (configuration not stated)
  90	89	101	14	97	92	0.0	94
> O=c1[nH]c2sc3c(c2c(=O)n1Cc1ccccc1)CCC3
  98	101	95	2	105	100	-0.1	99
> O=C1N/C(=C/c2cccn2-c2ccccc2)C(=O)N1Cc1ccccc1F
  89	98	78	7	93	103	0.0	94
> CN1C(=S)SC2CS(=O)(=O)CC21 (configuration not stated)
  104	107	102	0	110	96	0.4	96
> COc1ccc(NS(=O)(=O)c2ccc(Cl)c(NC(=O)c3ccccc3F)c2)cc1
  123	97	98	2	91	94	0.0	100
> C=CCOC(=O)C1CC=CCC1C(=O)Oc1ccc(F)cc1F (configuration not stated)
  96	99	101	1	101	96	0.1	99
> O=C(Cn1ccc(NC(=O)OCc2ccccc2)nc1=O)NCCCn1ccnc1
  99	99	97	-3	91	95	0.1	95
> O=C(/C=C/c1cccc([N+](=O)[O-])c1)NCCc1ccc(F)cc1
  103	100	102	-2	104	92	-0.1	100
> N#Cc1ccc(NC(=O)COC(=O)c2cccnc2Cl)cc1
  127	92	100	-1	98	90	0.1	100
> CC[C@H](C)C(N)c1cn([C@@H](CC(N)=O)C(=O)N2CCNCC2)nn1 (some centres not stated)
  103	99	94	-4	111	111	-0.1	107
> Cc1ccsc1C(=O)N1CCc2ccccc2C1
  104	99	97	11	107	96	0.1	93
> CCCCCC(C)NC(=O)c1cc(S(=O)(=O)N2CCCCC2)ccc1N1CCOCC1 (configuration not stated)
  80	104	96	1	94	96	-0.3	100
> C=CC1C(OC2OC(CO)C(O)C(O)C2O)OC=C(C(=O)OC)C1CC1CC(=O)CC(CC(=O)CCc2ccc(O)cc2)O1 (configuration not stated)
  83	100	100	-1	100	99	-0.1	95
> CC1CCCCC1NC(=O)c1cccc(S(=O)(=O)N2CCN(C)CC2)c1 (configuration not stated)
  93	101	102	2	98	108	0.0	97
> COCc1cc(Sc2ccc(Br)cc2)nc(-c2ccccc2)n1
  90	105	111	4	102	106	-0.1	98
> Cc1cc(=O)[nH]c(N/N=C/c2ccccc2Cl)n1
  98	101	95	12	93	95	-0.2	98
> Cc1ccc2c(COC(=O)c3ccccc3OC(F)F)cc(=O)oc2c1
  101	90	102	1	97	88	-0.2	90
> O=C(Nc1cc(Sc2ccccn2)cc([N+](=O)[O-])c1)c1ccc([N+](=O)[O-])cc1
  107	104	106	12	100	106	-0.1	104
> CCCN(CC(=O)Nc1ccccc1C)C(=O)c1ccc(S(=O)(=O)N2CCCCCC2)cc1
  91	?	?	-1	?	?	-0.1	?
> O=S(=O)(c1ccccc1)N1CCN(S(=O)(=O)c2ccc(F)cc2)CC1
  100	94	99	-1	83	97	-0.1	102
> Cc1cc(C)n(CCCNC(=O)c2ccco2)n1
  103	104	111	0	103	94	-0.1	101
> Cc1ccc(C)c(-n2c(-c3ccco3)n[nH]c2=S)c1
  103	102	99	1	100	99	0.1	97
> Cc1ccc(CNC(=O)Cc2ccc(-n3cccc3)cc2)cc1
  104	96	103	-1	92	101	-0.4	102
> CCCc1[nH][nH]c(=O)c1C(c1cccc(Cl)c1)C(C#N)C#N (configuration not stated)
  104	98	97	0	96	91	-0.2	95
> Cc1cc(C(F)F)n2nc(C(=O)Nc3ccccc3F)nc2n1
  111	108	110	0	107	101	0.2	100
> COc1cc2c(cc1OC)CN(C(=O)Cn1ccccc1=O)CC2
  97	105	109	0	102	99	-0.1	101
> O=C(c1ccccc1)c1c[nH]c(C(=O)NCCCn2ccnc2)c1
  101	105	101	41	103	93	-0.1	103
> N#Cc1ccc(Cl)cc1NC(=O)COC(=O)c1ccc(S(=O)(=O)N2CCCC2)cc1
  108	99	98	28	96	101	0.0	99
> O=C(NCC1CCCO1)c1cc2c(s1)CCC2 (configuration not stated)
  90	102	98	5	117	94	0.0	96
> CCOC(=O)Cn1nnc2c(sc3nc4c(c(-c5ccccc5)c32)CCC4)c1=O
  104	107	122	0	106	112	-0.1	104
> CN(c1cccc(NC(=O)c2ccccc2N(C)S(C)(=O)=O)c1)S(C)(=O)=O
  100	114	103	-3	118	102	-0.2	109
> CC(CCc1ccccc1)NC(=O)CNc1cccc([N+](=O)[O-])c1 (configuration not stated)
  117	101	107	0	92	103	0.0	103
> COc1ccc(CCNC(=O)c2cc3c(=O)n4cccc(C)c4nc3n(Cc3ccco3)c2=N)cc1OC
  105	98	101	7	95	102	-0.2	98
> CCC(C)NC(=O)C1c2cc(OC)c(OC)cc2C(=O)N(C)C1c1cccs1 (configuration not stated)
  83	93	93	0	89	95	0.0	93
> Cn1c(N)c(C(=O)COC(=O)c2cc(C(F)(F)F)nc3ccccc23)c(=O)n(Cc2ccccc2)c1=O
  106	101	98	27	93	96	-0.1	97
> CC1CCN(C(=O)CCCNC(=O)Cn2cnc3sc4c(c3c2=O)CCCC4)CC1
  102	100	96	2	87	.	0.1	101
> COc1cc(NC(=O)c2cc(C)no2)cc(OC)c1OC
  112	99	100	0	97	102	-0.3	99
> Cc1cc2ccccn2c1C(=S)NC(=O)c1ccccc1
  80	80	97	34	103	75	-0.1	97
> NC(N)=N/N=C/c1ccc(Cl)c([N+](=O)[O-])c1
  122	96	95	3	97	99	0.0	104
> Cc1ccc(C)c(NC(=O)c2ccc(OC(=O)c3ccco3)cc2)c1
  103	102	108	-1	117	98	0.0	101
> CCN1CCN(CCNC(=O)c2ccc(CS(=O)c3ccc(Cl)cc3)o2)CC1 (configuration not stated)
  84	103	100	-1	101	105	0.2	103
> O=C(Nc1cc(-c2ccccc2)[nH]n1)c1ccccc1
  105	99	100	4	112	98	-0.1	97
> Cc1cc(C)cc(C(=O)N2CCCCCC2)c1
  111	112	111	3	137	102	0.0	110
> COc1ccc(-c2nnn(CC(=O)N3CCN(c4ccccc4OC)CC3)n2)cc1
  100	100	100	0	99	101	0.0	98
> CCN1CCCC1Cn1cnc2c([nH]c3cccc(Cl)c32)c1=O (configuration not stated)
  105	101	98	15	101	94	-0.1	99
> COc1ccc(N(C(=O)c2ccncc2)S(=O)(=O)c2cccc([N+](=O)[O-])c2)cc1
  105	101	92	-2	94	98	0.0	101
> Cc1cc(C)n2nc(SCC(=O)c3ccc[nH]3)nc2n1
  100	111	101	9	95	100	-0.1	95
> NS(=O)(=O)c1cccc2cccnc12
  103	79	85	-1	116	66	0.0	96
> O=C(Nc1cccc(C(F)(F)F)c1)OCCN1CCN(Cc2ccccc2)CCC1=O
  97	89	95	4	98	96	0.0	100
> CCOC1OC(=O)C(Cl)=C1Nc1ccc(C)cc1 (configuration not stated)
  112	95	104	3	109	92	0.4	99
> Cc1cccc(-n2ccc(=O)c(C(=O)Nc3ccc(S(=O)(=O)Nc4onc(C)c4C)cc3)n2)c1
  92	102	97	3	98	99	-0.1	100
> COc1ccc(N2C(=O)CSC2c2ccccc2[N+](=O)[O-])cc1 (configuration not stated)
  106	105	103	1	104	99	0.0	99
> CSc1nc2c(c(=O)[nH]1)C(c1cccs1)C1=C(CCCC1=O)N2 (configuration not stated)
  110	100	102	2	96	93	0.0	99
> CC(=O)Nc1ccc2c(c1)CCCC2=O
  93	97	105	0	100	103	-0.2	100
> CCNC(=O)/C=C/c1ccccc1[N+](=O)[O-]
  112	98	100	8	95	99	0.1	104

Following part.
Fields – CR mimetic SO	AGP1 TOR yeast	MEP2-GFP yeast	AHR activator	LAP4 TOR yeast	CIT2-GFP yeast	Efflux pump mplx	RPL19A TOR yeast
> COc1ccccc1-n1cnc2cc(C(=O)NCC3CCCO3)ccc21 (configuration not stated)
  98	96	94	2	94	88	0.1	99
> COCCOc1ccc(C(F)(F)F)cc1NC(=O)COC(=O)c1cc[n+]([O-])cc1
  105	92	85	4	94	89	0.2	94
> c1cncc(COC2CCCN(Cc3nc(-c4cccs4)no3)C2)c1 (configuration not stated)
  108	98	98	1	84	105	0.1	98
> CC1CCN(C(=O)CNC(=O)c2ccc(Cl)cc2Cl)CC1
  106	91	93	6	96	92	0.5	96
> COC(=O)c1cc(S(=O)(=O)N2CCC(C(N)=O)CC2)oc1C
  110	104	101	-2	101	99	0.0	97
> O=Cc1c(Cl)nc2ccccn2c1=O
  95	92[may fluoresce violet]	89[may fluoresce violet]	11	104[may fluoresce violet]	?	-0.2	86[may fluoresce violet]
> O=C(c1ccc2c(=O)n3c(nc2c1)CCCCC3)N1CCN(c2ccc([N+](=O)[O-])cc2)CC1
  127	99	103	0	96	104	-0.2	97
> Cc1nc2cc(-c3cccc(F)c3)nn2c(C)c1CCC(=O)N1CCN(c2ccccn2)CC1
  92	102	103	-13	107	101	-0.1	100
> O=C(Nc1ccc2c(c1)OCO2)C1COc2ccccc2O1 (configuration not stated)
  96	97	101	43	100	92	0.1	100
> O=C(CN(c1ccc2c(c1)OCCO2)S(=O)(=O)c1ccccc1)NCc1ccc(Cl)cc1
  62*	101	101	7	101	101	0.1	102
> COc1ccc(-n2c(C)nc3cc(C(=O)NCc4ccc5c(c4)OCO5)ccc32)cc1
  104	96	130	-1	95	109	-0.1	100
> N#Cc1ccc(/C=C/C(=O)c2ccc3c(c2)OCO3)cc1
  75	99	90	6	124	96	0.0	97
> CCN(CC)c1ccc(CN(C(=O)c2cc(OC)c(OC)c(OC)c2)C2CCS(=O)(=O)C2)cc1 (configuration not stated)
  112	93	96	4	91	91	0.2	97
> COc1ccc(C(=O)NCc2nnc(SCC(=O)N3CCCCC3)o2)cc1OC
  105	99	105	2	113	101	0.0	95
> COc1cc(O)c(C(CCN2CCOCC2)c2ccc3c(c2)OCO3)c(OC)c1 (configuration not stated)
  92	81	92	1	131	67	-0.1	97
> O=C(O)CCN1C(=O)c2ccc(NC(=O)c3cccs3)cc2C1=O
  91	105	101	0	92	104	0.1	100
> Nc1[nH]c(N=NC(=O)c2ccc(Cl)cc2)c2ccccc12
  100	100	104	29	103	97	-0.3	101

Full records as entered above.
Results for CCN(CC)c1ccc(CN(C(=O)c2cc(OC)c(OC)c(OC)c2)C2CCS(=O)(=O)C2)cc1 (configuration not stated) → CR mimetic SO: 112; AGP1 TOR yeast: 93; MEP2-GFP yeast: 96; AHR activator: 4; LAP4 TOR yeast: 91; CIT2-GFP yeast: 91; Efflux pump mplx: 0.2; RPL19A TOR yeast: 97
Results for O=C(CN(c1ccc2c(c1)OCCO2)S(=O)(=O)c1ccccc1)NCc1ccc(Cl)cc1 → CR mimetic SO: 62*; AGP1 TOR yeast: 101; MEP2-GFP yeast: 101; AHR activator: 7; LAP4 TOR yeast: 101; CIT2-GFP yeast: 101; Efflux pump mplx: 0.1; RPL19A TOR yeast: 102

Screening results (PubChem BioAssay)
